Screening data deposited in PubChem by several laboratories.
Rin1 Abl inh: human Rin1-Abl interaction inhibition; P00519+Q13671; TR-FRET Rin1/Abl binding, biochemical; inhibition, % at 7.35 µM; 360,000 compounds, 0.4% hits; AID 588664; in the data active = inhibition above about 5%, passing the limit was not always enough
MsrA inh: inhibits bovine methionine sulfoxide reductase A | purified bovine MsrA, absorbance read-out | inhibition, % at 15.5 µM | 360,000 compounds, 0.75% hits; in the data active = inhibition above about 4.5%;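 note: 0% = vehicle wells with enzyme and 100% = reference inhibitor wells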
SKN-1 block: blocks SKN-1 activity in C. elegans | C. elegans VP596 Pgst-4::GFP/RFP ratio, acrylamide-induced, 24 h | inhibition, % at 21.8 µM | 360,000 compounds, 0.49% hits | AID 624304;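 active = interference check ratio from 0.5 to 1.5 plus GFP to RFP signal ratio inhibition reaching or exceeding a fixed threshold, cut at about 30% in these data, passing the limit was not always enough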; note: some compounds called inactive have numbers as strong as hits
MT1-MMP act inh: blocks activation of human MT1-MMP; HT1080 RFP-PRO-GFP cells, GFP/RFP ratio fluorescence, overnight; percent of plate control window, DMSO zero; GFP/RFP ratio change, % at 20 µM; 360,000 compounds, 0.061% hits;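 active = GFP/RFP ratio change of at least 30% with cell ATP level not reduced by more than half and red fluorescence within 50% of control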; note: strong numbers were not always called active
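Read-out: GFP/RFP fluorescence ratio; Test system: RFP-PRO-GFP reporter HT1080 cells; Compound dosing: single-point 20 µM compound, 1% DMSO; Times: overnight compound exposure at 37 °C.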
Neddyl block: inhibitors of human cullin neddylation | AID 651699 | TR-FRET cullin neddylation, biochemical | calls only at 25 µM | 360,000 compounds, 0.58% hits | P61081+Q13564; in the data active = inhibition above about 36%
Target sequence (P61081 whole entry, looked up): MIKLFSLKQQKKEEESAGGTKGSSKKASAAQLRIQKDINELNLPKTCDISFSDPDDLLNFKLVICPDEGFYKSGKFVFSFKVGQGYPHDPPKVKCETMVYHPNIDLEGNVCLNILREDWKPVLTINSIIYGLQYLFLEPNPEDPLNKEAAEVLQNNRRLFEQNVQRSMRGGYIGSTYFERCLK
Target sequence (Q13564 whole entry, looked up): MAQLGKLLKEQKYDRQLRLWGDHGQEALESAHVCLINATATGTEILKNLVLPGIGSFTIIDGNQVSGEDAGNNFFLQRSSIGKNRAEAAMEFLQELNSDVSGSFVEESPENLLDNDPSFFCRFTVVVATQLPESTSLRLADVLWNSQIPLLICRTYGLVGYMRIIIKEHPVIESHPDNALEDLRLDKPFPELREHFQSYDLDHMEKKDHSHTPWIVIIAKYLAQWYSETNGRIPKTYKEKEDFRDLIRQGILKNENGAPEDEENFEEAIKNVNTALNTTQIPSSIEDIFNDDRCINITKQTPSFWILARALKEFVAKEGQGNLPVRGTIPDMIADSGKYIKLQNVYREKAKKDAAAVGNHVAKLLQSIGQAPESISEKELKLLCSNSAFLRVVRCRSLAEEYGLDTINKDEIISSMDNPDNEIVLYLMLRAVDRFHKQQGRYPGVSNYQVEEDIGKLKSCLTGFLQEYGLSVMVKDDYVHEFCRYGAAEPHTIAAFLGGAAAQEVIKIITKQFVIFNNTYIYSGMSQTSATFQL
CendR NRP1 mod: NRP-1/CendR interaction modulation; O14786; FAM-RPARPAR peptide binding to NRP-1, fluorescence polarization; inhibition, % at 25 µM; 360,000 compounds, 0.85% hits;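 active = inhibition or corrected inhibition above about 18%, plus a signal ratio from 0.5 to 1.5, limit read from the data, passing the limit was not always enough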; note: strong numbers were not always called active
bovine MsrA act: activators of bovine methionine sulfoxide reductase A. activation, % at 10.6 µM. purified bovine MsrA, absorbance read-out. 360,000 compounds, 0.3% hits; in the data active = activation above about 7.5%;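 note: 0% = vehicle and 100% = reference activator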
FAS TE block: blocks the thioesterase domain of human fatty acid synthase. recombinant FAS-TE, OMFH fluorogenic substrate, fluorescence endpoint. inhibition, % at 15 µM. 360,000 compounds, 0.67% hits. AID 602261. P49327;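 active = compounds whose normalised, plate-corrected inhibition of enzyme fluorescence in the single-dose primary screen is 50% or more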;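 note: 0% = DMSO with enzyme and 100% = substrate without enzyme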
eLon inh: E. coli protease La inhibition. P0A9M0. purified E. coli Lon protease, fluorescence polarization. inhibition, % at 7.94 µM. 360,000 compounds, 0.42% hits. AID 602123; in the data active = inhibition above about 13%, passing the limit was not always enough;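 note: 0% = enzyme with probe and DMSO and 100% = no enzyme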
Numbers without * were called inactive; i = inactive; · = no result given; + = active, no number.

Start of the listing, in advance:
SMILES	Rin1 Abl inh	MsrA inh	SKN-1 block	MT1-MMP act inh	Neddyl block	CendR NRP1 mod	bovine MsrA act	FAS TE block	eLon inh
CCOC(=O)CC1(c2ccccc2)CCOC(C)(C)C1 (centres undefined)	1	-0.8	-3	5	i	6	-9	-5	-5
COc1ccc(C2C3=C(CCCC3=O)Nc3ccc4ncccc4c32)cc1OC (centres undefined)	-2	1.1	-5	5	i	-4	-4	-4	6
CCCn1[nH]cc(SC)c(=O)c1=O	-2	-0.1	-6	-5	i	-4	-4	-4	-12
CC(=O)Nc1ccc(C=NNc2ccc([N+](=O)[O-])cc2S(=O)(=O)Nc2ccccc2C(=O)O)cc1	4	0.8	4	0	i	-57	-7	42	-22
CC(Oc1ccccc1)C(=O)OCC(=O)NC(=O)NC1CCCCC1 (centres undefined)	2	1.4	16	0	i	4	-4	-2	-3

Main list, from the start:
SMILES	Rin1 Abl inh	MsrA inh	SKN-1 block	MT1-MMP act inh	Neddyl block	CendR NRP1 mod	bovine MsrA act	FAS TE block	eLon inh
CCOC(=O)CC1(c2ccccc2)CCOC(C)(C)C1 (centres undefined)	1	-0.8	-3	5	i	6	-9	-5	-5
COc1ccc(C2C3=C(CCCC3=O)Nc3ccc4ncccc4c32)cc1OC (centres undefined)	-2	1.1	-5	5	i	-4	-4	-4	6
CCCn1[nH]cc(SC)c(=O)c1=O	-2	-0.1	-6	-5	i	-4	-4	-4	-12
CC(=O)Nc1ccc(C=NNc2ccc([N+](=O)[O-])cc2S(=O)(=O)Nc2ccccc2C(=O)O)cc1	4	0.8	4	0	i	-57	-7	42	-22
CC(Oc1ccccc1)C(=O)OCC(=O)NC(=O)NC1CCCCC1 (centres undefined)	2	1.4	16	0	i	4	-4	-2	-3
CCN1CCN(C(=O)c2ccccc2N(Cc2ccccc2)S(C)(=O)=O)CC1	0	0.4	19	-7	i	2	-1	-3	1
CSc1ccc(CCNC(=O)c2cc(-c3ccccc3)c(N3CCOCC3)s2)cc1	0	2.8	-7	-1	i	8	-1	24	-2
CCOc1ccc(C(O)c2nccn2C)cc1 (centres undefined)	-1	0.2	-6	1	i	-3	-12	-6	7
COc1ccc(C2OC(=O)CC2C(=O)NC2CCCCCC2)cc1OC (centres undefined)	-1	0.0	-3	5	i	-7	-2	-5	-9
O=C(C[C@H]1C[C@@H]2c3cc(NS(=O)(=O)c4ccccc4)ccc3O[C@@H]2[C@H](CO)O1)N1CCOCC1	2	0.8	-28	3	i	-4	14*	-5	-2
Cc1ccc(NC(=O)/C=C/c2cccc(C(F)(F)F)c2)cc1	-1	-1.0	-6	5	i	0	-1	2	-5
COc1ccc2nc(N3CCC(C)CC3)c(C#N)cc2c1	-2	0.0	19	-8	·	1	4	17	15*
CCCCSCc1cc(C(=O)O)oc1C(C)(C)C	0	0.8	-3	1	i	-10	-3	-4	0
OCc1nc2ccccc2n1/N=C/c1cccs1	-1	1.9	1	-1	i	1	-5	-4	9
CC(Oc1ccc(Cl)cc1)c1ccn[nH]1 (centres undefined)	2	0.0	2	-4	i	4	-11	-1	1
O=[N+]([O-])c1ccc(Oc2ccc(F)cc2)c2ccncc12	-1	0.9	36*	-13	i	5	-3	13	-6
O=C(CSc1nc2c(c(=O)n1-c1ccc(Br)cc1)SCC2)NCC1CCCO1 (centres undefined)	1	·	-34	6	i	2	-3	-6	3
CC(C)(C)NC(=O)c1ccc2c(c1)N(CC(=O)N1CCCCC1)C(=O)C(C)(C)O2	1	-0.4	13	-5	i	10	-3	-2	0
COc1ccc(OC)c(CCNC(=O)c2ccc(CS(=O)Cc3ccc(Cl)cc3)o2)c1 (centres undefined)	-2	-0.2	6	3	i	12	-1	-3	10
CCCCN(CCCC)CCNC(=O)c1cn(C)c2ccc(S(=O)(=O)N(C)C3CCCCC3)cc2c1=O	-2	1.0	-9	-5	i	-8	0	6	-9
O=C1c2ccccc2C(O)N1c1cccnc1 (centres undefined)	0	-0.1	-7	1	i	4	-7	-4	-14
COc1ccc(CNC(=O)c2oc3ccc(S(=O)(=O)N4CCOCC4)cc3c2C)cc1	2	-0.3	-19	3	i	0	0	7	-1
COc1ccc(N2C(=O)C(CC(=O)Nc3ccccc3)N(CCc3ccc(OC)c(OC)c3)C2=O)cc1 (centres undefined)	-1	0.0	9	1	i	10	-3	-1	-8
COC(=O)c1nn(-c2cccc(Cl)c2)cc(OC)c1=O	-3	2.7	-2	-2	i	4	-14	-4	-7
O=S(=O)(c1cccc(-c2nnc(-c3cccnc3)o2)c1)N1CCCCC1	0	0.5	5	2	i	-10	2	-2	-2
CC(NO)/C(=N\O)c1cccs1 (centres undefined)	-1	0.0	5	-2	i	4	-1	-10	2
COc1ccc(S(=O)(=O)NC2CCN(Cc3ccccc3)CC2)cc1NC(C)=O	4	0.7	3	-2	i	-9	-2	-4	-14
Cc1cc(-c2ccccc2)nc(N(C)N)c1S(C)(=O)=O	4	1.5	6	-1	+	-2	-5	-4	0
COc1cccc(-c2cc3nc(NCCN4CCCC4)n(C)c(=O)c3s2)c1	-5	1.8	7	1	i	-3	12*	-7	-7
O=C(NN1C(=O)c2ccccc2C1=O)C1C2CCCCC21 (centres undefined)	0	-0.3	0	2	i	-3	-8	7	6

No new results follow: 3 of the compounds above.
SMILES	Rin1 Abl inh	MsrA inh	SKN-1 block	MT1-MMP act inh	Neddyl block	CendR NRP1 mod	bovine MsrA act	FAS TE block	eLon inh
COc1ccc(CNC(=O)c2oc3ccc(S(=O)(=O)N4CCOCC4)cc3c2C)cc1	2	-0.3	-19	3	i	0	0	7	-1
COc1ccc(N2C(=O)C(CC(=O)Nc3ccccc3)N(CCc3ccc(OC)c(OC)c3)C2=O)cc1 (centres undefined)	-1	0.0	9	1	i	10	-3	-1	-8
COC(=O)c1nn(-c2cccc(Cl)c2)cc(OC)c1=O	-3	2.7	-2	-2	i	4	-14	-4	-7

Other entries.
SMILES	Rin1 Abl inh	MsrA inh	SKN-1 block	MT1-MMP act inh	Neddyl block	CendR NRP1 mod	bovine MsrA act	FAS TE block	eLon inh
O=[N+]([O-])c1cccc(-c2nnc(C3CC3)o2)c1	0	-0.6	-11	·	i	4	-12	8	3
CCOc1ccc(N2CC(C(=O)Nc3ccc(S(=O)(=O)Nc4ncccn4)cc3)CC2=O)cc1 (centres undefined)	-2	0.5	-23	-1	i	0	-13	-9	1
Cc1ccc(CCNC(=O)C2CCN(C(=O)c3sccc3-n3cccc3)CC2)cc1	3	-0.3	-2	3	i	4	0	-3	1
Cc1cc2c(ncn2C(C)C)c(NS(=O)(=O)c2ccc(F)cc2)c1C	2	-1.9	6	-4	i	6	-4	-13	0
COc1ccccc1C#Cc1ccc2c(=O)c3ccccc3n(C)c2c1	3	-0.9	8	-1	i	8	-1	26	-6
O=C1NC[C@@H](CCCCN2CCN(Cc3ccccc3)C(=O)C2=O)N(CC2CCCCC2)C1=O	·	1.2	-2	-4	i	-12	-9	-6	3
Cc1ccc(S(=O)(=O)N[C@H]2CCC[C@@H]2O)cc1	·	0.2	2	-1	i	6	·	·	·
CCOC(=O)c1ccccc1NC(=O)c1cc2ccccc2o1	-2	0.4	-4	3	i	1	-4	13	-11
COc1ccc(CN(Cc2ccccn2)S(=O)(=O)c2ccc(-n3cnnn3)cc2)cc1	-3	·	-3	3	i	9	-3	5	3
CCc1ccc(/C([O-])=C(/C(=S)NCCN2CCOCC2)[n+]2ccccc2)cc1	2	0.6	4	-1	i	9	-6	-5	-4
Cc1ccccc1OCC(=O)N/N=C1\CC(=O)CC(C)(C)C1	3	1.2	-24	1	i	-8	-6	-6	3
Cc1ccc(NC(=O)C(=O)NN=C2CCCC2)cc1C	-3	1.5	11	0	i	2	-2	-5	-2
CCC1=C2CC[C@H]3C(=O)N(CC)C(=O)[C@H]3[C@H]2[C@@]2(Cc3ccccc3)C(=NCc3ccccc3)OC(=O)N2C1=O	-1	0.6	6	-3	i	6	-2	2	-3
O=[N+]([O-])c1ccc(NC(c2ccccc2)c2ccc3cccnc3c2O)cc1 (centres undefined)	0	0.8	24	8	i	13	1	8	2
CC(C)CN1CCN(CCCOC(=O)Nc2cccc3ccccc23)CC1C (centres undefined)	2	0.0	0	3	i	6	1	-4	2
CCNC(=O)C1CCCN(C(=O)c2cccc3ccccc23)CC1 (centres undefined)	2	-0.5	-9	5	i	-1	0	-6	-10
O=C(CCCN1C(=O)c2cccnc2C1=O)Nc1ccc(Br)cc1	-2	0.5	-8	9	i	3	-6	-1	8
O=C(Cc1ccccc1[N+](=O)[O-])Nc1cccc(S(=O)(=O)NC2=NCCCCC2)c1	-2	0.0	-12	-9	i	14	-2	-7	-5
COc1ccc(N2CCN(C(=O)COC(=O)c3cccc(OC)c3O)CC2)cc1	0	0.2	-7	4	i	10	0	-3	-1
CC(C)c1ccc(NC(=O)Nc2nc(C(N)C3CCCCC3)cs2)cc1 (centres undefined)	2	-2.3	21	-38	i	-4	3	-30	10
O=c1ccnc(SCCc2ccc([N+](=O)[O-])cc2)[nH]1	-3	1.2	-1	1	i	-4	-5	3	1
COc1ccc(Br)c(C(=O)N2CCN(S(=O)(=O)/C=C/c3ccccc3)CC2)c1	0	3.1	11	-9	i	-6	-6	18	-5
Cc1ccc2cc(CN(CC3CCCO3)C(=S)NCc3ccco3)c(=O)[nH]c2c1 (centres undefined)	-1	3.7	-11	-5	i	-13	-6	0	-13
O=C(COC(=O)/C=C/c1cccc(Cl)c1)Nc1ccc2[nH]c(=O)[nH]c2c1	1	3.0	-3	-1	i	1	-3	-2	-2
CC(C)[C@H](NC(=O)c1ccco1)C(=O)NC12CC3CC(CC(C3)C1)C2	4	-0.1	-1	-1	i	-5	-14	1	2
O=C(NCc1ccccc1)C(=O)NCC1OCCN1S(=O)(=O)c1ccc([N+](=O)[O-])cc1 (centres undefined)	-6	-0.4	13	4	i	20	-3	13	-8
Cc1ccc(OCCCn2c(=O)sc3ccccc32)cc1	-4	0.0	1	2	i	6	-8	17	-3
COc1ccccc1NC(=O)c1ccc(NC(=O)CN2C(=O)CN(C)C2=O)cc1	-6	0.5	-3	4	i	14	-2	-5	-4
Cc1cc(S(=O)(=O)N2CCC3(CC2)OCCO3)c(C)cc1Cl	-2	-0.7	-13	1	i	10	-4	8	-7
Cc1cccc(NC(=O)CSCC(=O)Nc2cc(Cl)ccc2N2CCN(C)CC2)c1	-3	0.7	5	-14	i	-16	-2	-1	-10
CC(=O)NNC(=O)c1cc2c3ccccc3n(C)c2s1	4	4.5	-17	-2	i	4	-10	-8	-4
N#C/C(=N\Nc1ccccc1)C(N)=S	-1	0.6	-5	2	i	-3	-11	-3	0
COCCN1C(=O)C(=O)/C(=C(/O)c2ccc(S(=O)(=O)N3CCOCC3)cc2)C1c1ccc(O)cc1 (centres undefined)	0	3.3	5	-1	i	4	-4	-2	-1
Cc1cc(C)c(C)c(/C=C(/C#N)C(N)=S)c1C	-1	2.2	0	-4	i	0	-4	9	10
O=C(O)Cn1nnc(-c2ccc(OCc3ccccc3)cc2)n1	0	0.1	-2	-3	i	1	-2	-6	5
CCOC(=O)[C@H]1[C@H]2COc3ccc(Br)cc3[C@@H]2N2C(=O)N(c3ccccc3)C(=O)[C@@]12C	-2	-1.5	10	10	i	4	2	22	8
CN(C)S(=O)(=O)c1ccc(C(=O)NCC(C)(C)CN=C2NS(=O)(=O)c3ccccc32)cc1	6	-0.6	12	0	i	9	0	0	-1
COc1cc(C(=O)NCCC2=CCCCC2)ccc1OCc1c(C)noc1C	2	-0.2	-7	5	i	-2	-2	0	-3
COC(OC)c1ccnc(-c2ccc(OC(C)=O)cc2)n1	2	-0.2	12	3	i	3	0	-5	-11
CCc1nc2ccc(C(=O)Nc3cccc(NS(C)(=O)=O)c3)cn2c1N(C)CCN1CCOCC1	-2	0.3	4	1	i	-13	0	-3	-1
C=CCn1nnnc1-c1cc(Cl)cc(Cl)c1	5	-0.1	-1	2	i	-6	-4	-6	-3
O=C(Cc1csc(NC(=O)c2ccccc2)n1)NO	-1	0.2	-4	10	i	-7	-7	-9	1
Fc1ccc(Nc2ccc3ccccc3n2)c(F)c1	6	-0.8	20	-2	i	-1	-12	10	2

Outcome played no part in choosing rows; overall some 4.2% were active at least once.
